PAFAH1B2 FP inh: inhibitors of human PAFAH1B2; recombinant PAFAH1B2, FP-rhodamine activity probe, fluorescence polarization; 340,000 compounds, 1.2% hits; P68402; inhibition, % at 3.39 µM; AID 492953;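 active = inhibition above the mean of all tested compounds plus 3 SD, cut at about 24% in these data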;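 also: 0% = enzyme with DMSO and 100% = wells lacking PAFAH1B2; many of its hits are not listed in these tables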
Target sequence (P68402 whole entry, looked up): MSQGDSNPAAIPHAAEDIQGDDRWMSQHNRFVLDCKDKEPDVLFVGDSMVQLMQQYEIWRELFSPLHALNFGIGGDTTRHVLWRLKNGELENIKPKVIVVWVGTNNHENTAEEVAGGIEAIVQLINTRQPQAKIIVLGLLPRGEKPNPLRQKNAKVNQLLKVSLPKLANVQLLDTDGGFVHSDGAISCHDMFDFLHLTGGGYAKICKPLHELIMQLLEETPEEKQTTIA
EBNA-1 inh: blocks EBNA-1 binding to DNA; inhibition, % at 14.8 µM; 300,000 compounds, 0.34% hits; AID 1950; EBNA-1 DNA binding, fluorescence polarization; in the data active = inhibition above about 28%
LYPLA2 counter: blocks human lysophospholipase 2, a PME1 counter-screen; O95372; recombinant LYPLA2, FP-Rh probe fluorescence polarization; inhibition, % at 5.9 µM; 320,000 compounds, 0.38% hits;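 active = inhibition above the screen-wide mean plus 3 SD, limit set per campaign, cut at about 26% in these data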;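 also: 0% = LYPLA2 with DMSO and 100% = wells lacking LYPLA2 enzyme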
Target sequence (O95372 whole entry, looked up): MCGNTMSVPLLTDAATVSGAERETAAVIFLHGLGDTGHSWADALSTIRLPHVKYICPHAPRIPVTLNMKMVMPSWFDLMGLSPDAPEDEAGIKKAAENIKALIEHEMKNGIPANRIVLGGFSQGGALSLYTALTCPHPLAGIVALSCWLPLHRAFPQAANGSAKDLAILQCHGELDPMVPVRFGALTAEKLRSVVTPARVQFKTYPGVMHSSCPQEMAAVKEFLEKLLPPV
ZTA DNA inh: ZTA (EBV) inhibition in EBNA-1 counter-screen; P03206; ZTA-DNA binding, fluorescence polarization; 320,000 compounds, 0.15% hits; inhibition, % at 11 µM; AID 2234; in the data active = inhibition above about 33%
Target sequence (P03206 whole entry, looked up): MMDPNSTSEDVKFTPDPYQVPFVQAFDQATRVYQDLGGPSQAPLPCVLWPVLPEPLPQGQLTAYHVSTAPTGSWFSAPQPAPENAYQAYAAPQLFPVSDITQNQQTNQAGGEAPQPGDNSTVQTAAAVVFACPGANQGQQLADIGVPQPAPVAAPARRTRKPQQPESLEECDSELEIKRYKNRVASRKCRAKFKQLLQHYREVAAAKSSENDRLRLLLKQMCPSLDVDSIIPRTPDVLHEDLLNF
pPAFAH inh: inhibitors of human plasma PAF acetylhydrolase (pPAFAH); Q13093; recombinant pPAFAH, FP-rhodamine probe fluorescence polarization; inhibition, % at 3.39 µM; 330,000 compounds, 1.5% hits; AID 463082;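 active = inhibition above the mean inhibition across the screen plus 3 SD, cut at about 25% in these data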;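 also: inhibitors block binding of the rhodamine activity-based probe so polarization drops; 0% = enzyme with DMSO and 100% = wells lacking pPAFAH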
LYPLA1 counter: LYPLA1 (human) inhibition in PME1 counter-screen. 320,000 compounds, 0.16% hits. recombinant LYPLA1, FP-Rh probe fluorescence polarization. AID 2174. inhibition, % at 5.9 µM;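 active = inhibition above the mean of all tested compounds plus 3 SD, set per campaign, cut at about 14% in these data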;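 also: inhibitors block serine hydrolase probe labeling of LYPLA1 so polarization falls; 0% = enzyme with DMSO and 100% = wells lacking LYPLA1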
PREPL inh: inhibits the human prolyl oligopeptidase-like enzyme. inhibition, % at 5.96 µM. recombinant PREPL, fluorescence polarization activity-based probe. 320,000 compounds, 0.68% hits. AID 2751. Q4J6C6; in the data active = inhibition above about 43%;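 also: 0% = enzyme with DMSO and 100% = wells lacking enzyme; many of its hits are not listed in these tables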
PAFAH1B3 FP inh: blocks human PAF acetylhydrolase 1B catalytic subunit 3; Q15102; recombinant PAFAH1B3, FP-rhodamine probe, fluorescence polarization; inhibition, % at 3.39 µM; 340,000 compounds, 0.28% hits; AID 492972;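 active = inhibition above the screen-wide average of all tested compounds plus 3 SD, cut at about 25% in these data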;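 also: 0% = enzyme with DMSO only and 100% = wells lacking PAFAH1B3 protein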
Target sequence (Q15102 whole entry, looked up): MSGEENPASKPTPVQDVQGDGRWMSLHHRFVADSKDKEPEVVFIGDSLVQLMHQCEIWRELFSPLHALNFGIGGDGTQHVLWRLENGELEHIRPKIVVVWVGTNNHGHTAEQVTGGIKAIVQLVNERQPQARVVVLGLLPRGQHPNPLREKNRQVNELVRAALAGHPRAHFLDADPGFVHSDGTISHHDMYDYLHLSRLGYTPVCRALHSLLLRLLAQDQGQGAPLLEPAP
PAFAH2 inh: inhibitors of human PAFAH2; inhibition, % at 3.39 µM; AID 492956; recombinant PAFAH2, FP-rhodamine activity probe, fluorescence polarization; 340,000 compounds, 0.99% hits;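 active = inhibition above the mean over all tested compounds plus 3 SD, cut at about 30% in these data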;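 also: inhibitors block probe labeling of enzyme so polarization drops; 0% = enzyme with DMSO and 100% = wells lacking PAFAH2 protein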
Active calls of the source: *; x = no result given.

SMILES | PAFAH1B2 FP inh | EBNA-1 inh | LYPLA2 counter | ZTA DNA inh | pPAFAH inh | LYPLA1 counter | PREPL inh | PAFAH1B3 FP inh | PAFAH2 inh
Cc1oncc1-c1csc(-c2ccccc2Cl)n1 | 0 | 1 | -3 | 8 | 3 | -7 | -110 | 9 | -2
Cc1nnc(NCCc2ccccc2)[nH]c1=O | 5 | 12 | 1 | 3 | 3 | 4 | 3 | 0 | 1
O=C(NCCOC(=O)C1COc2ccccc2O1)c1cccnc1 (stereo unspecified) | -3 | -11 | 2 | -12 | 3 | -1 | -1 | 4 | 4
O=C1NC[C@H](Cc2ccc(O)cc2)N(CC2CCCCC2)C1=O | 3 | -5 | -8 | 12 | 6 | 0 | -4 | 7 | 6
COc1ccc(S(=O)(=O)N2CCCCC2)cc1NC(=O)c1ccc2ccccc2n1 | -7 | 7 | 8 | -15 | 3 | 5 | -1 | 6 | -12
COc1ccc(N2CCN(CC(=O)Nc3nnc(-c4ccccc4)s3)CC2)cc1 | -2 | 5 | 4 | 3 | 7 | -6 | 12 | 10 | 6
CCCc1c(C)c2c(C)[nH]nc2oc1=O | 3 | -7 | 0 | -4 | 0 | -1 | 15 | 1 | 1
O=C(Nc1ccc(C(=O)N2CCCCC2)cc1)c1ccc([N+](=O)[O-])cc1 | 6 | -7 | 7 | 10 | 6 | 1 | 0 | 10 | -2
Cc1csc(NC(=O)c2nc3nc(C)cc(C)n3n2)n1 | 1 | -1 | 6 | -1 | -1 | 1 | 14 | 2 | 1
CCCOc1ccc(N/C=C/C(=O)c2ccc(OC)c(OC)c2)cc1 | -2 | 2 | -2 | 1 | -3 | -1 | -1 | 5 | -4
CCOc1ncccc1C(=O)OCc1ccc(C(=O)OC)cc1 | 5 | 3 | 1 | -1 | 3 | 0 | -2 | 13 | 1
CCN1CCN(C(=O)c2nn(C)c3c2CS(=O)(=O)c2ccccc2-3)CC1 | 4 | 2 | 3 | 10 | -4 | -3 | -6 | 5 | 5
Fc1cccc(CN2CCN(Cc3nc(CCc4ccccc4)no3)CC2)c1 | 4 | -6 | 11 | 4 | 2 | 6 | 15 | 9 | 11
COc1ccc(CN(C)C(=O)Cc2ccsc2)c(OC)c1OC | -2 | -8 | 5 | 9 | 3 | 3 | 5 | 8 | -11
CC(=O)Nc1ccc(OC(=O)c2ccco2)cc1 | -1 | 12 | 2 | 13 | 3 | -3 | 6 | -4 | 4
O=C(NC1(C(F)(F)F)NC(=O)N(Cc2ccccc2)C1=O)c1cccnc1 (stereo unspecified) | 1 | 7 | -2 | 2 | 2 | -5 | -2 | 4 | 3
CCNS(=O)(=O)c1cccc(C(=O)c2c(C)cc3ccccn23)c1 | 1 | 2 | 5 | 1 | 10 | -1 | 0 | 3 | 1
O=c1c2c3nc4ccccc4nc3n(CC3CCCO3)c2ncn1CCc1ccccc1 (stereo unspecified) | 4 | -8 | -1 | 3 | 7 | 0 | 2 | 3 | 1
Cc1sc2nc(CN3CCCCC3)nc(Cl)c2c1C | -6 | 0 | 6 | 4 | 0 | 6 | 14 | 0 | 5
COc1ccc(NC(=O)c2cccc(N3C(=O)c4ccc(C(=O)Nc5ccc(OC)c(O)c5)cc4C3=O)c2)cc1O | 12 | 1 | 16 | -8 | 5 | 0 | 18 | 26* | -5
COc1ccc(OC)c(S(=O)(=O)NCCc2cn3ccsc3n2)c1 | 0 | -5 | -3 | -1 | -5 | -1 | 5 | 9 | -3
CCNc1nc(NCC)nc(OCCOC(C)=O)n1 | -4 | 1 | 8 | 1 | 2 | 2 | 2 | 12 | -1
COC(=O)c1ccc(NC(=O)CCn2cccc2)cc1 | -2 | 7 | 2 | 8 | -1 | -3 | -3 | 12 | -6
Cc1ccccc1CC1(CO)CCCN(Cc2ccc3c(c2)OCCO3)C1 (stereo unspecified) | -1 | 4 | 2 | -4 | 2 | 0 | 19 | -5 | -6
COc1cccc(/C=N/NC(=O)c2nc(-c3ccccc3)cc(-c3ccccc3)n2)c1O | 16 | -2 | -9 | 9 | 17 | -9 | 9 | 12 | 0
CCOc1ccc(/C=N/OCC(=O)Nc2cc(S(=O)(=O)N3CCOCC3)ccc2OC)cc1 | 4 | -2 | -9 | -2 | -2 | 1 | -7 | 7 | 4
Cc1ccc(C(=O)Nc2nc3ccc(Cl)cc3s2)o1 | 4 | 13 | 0 | -1 | -2 | -6 | 5 | 3 | -3
O=C(NNC(=S)NC(=O)c1ccccc1)c1cccc([N+](=O)[O-])c1 | 7 | -3 | -5 | 3 | 9 | -2 | -1 | 10 | -9
N#Cc1sc2nc3c(c(-c4cccnc4)c2c1N)CCC3 | 5 | 2 | 0 | 1 | 2 | 1 | 16 | 1 | -8
CCN(Cc1ccncc1)C(=S)NCc1ccccc1 | 4 | -12 | 10 | 3 | 1 | 0 | -4 | 7 | 0
O=C1CCC(=O)N1OCCOc1ccccc1 | -4 | 1 | 7 | -1 | 0 | 1 | 17 | 5 | -4
O=C(O)C1CC(=O)N(Cc2ccccc2)C1 (stereo unspecified) | 1 | -6 | 2 | -7 | 0 | -2 | -2 | 3 | -3
CCCNC(=O)CS(=O)(=O)Cc1nc(-c2ccccc2C)oc1C | 7 | 3 | 3 | -3 | 6 | 1 | -1 | 3 | 0
CCc1ccc(S(=O)(=O)NCc2csc(-c3cccnc3)n2)s1 | -1 | 10 | 0 | 0 | 4 | -1 | 16 | 3 | 2
COc1ccc(C(=O)C(c2ccccc2)N2CCOCC2)cc1 (stereo unspecified) | 2 | -7 | 14 | 5 | 7 | 1 | 1 | -4 | 7
CC1CCC2(CC1)NC(=O)N(CC(=O)NCc1ccc(Cl)cc1)C2=O (stereo unspecified) | 7 | x | x | x | 9 | x | 1 | 13 | -3
Cc1c(C)c(C)c(C(=O)CCc2cccc(NC(=O)CCC(=O)O)c2)c(C)c1C | 5 | 4 | -6 | 4 | 9 | -1 | -5 | -4 | 9
O=C(NC1CCCCC1)c1ccc(CNc2c(N3CCOCC3)c(=O)c2=O)cc1 | 2 | 0 | 2 | -3 | 4 | 3 | 4 | 10 | 7
Cc1cccc(NC(=O)CCCN2C(=S)NC(C)(C)CC2C)c1C (stereo unspecified) | 1 | -2 | 4 | 22 | 1 | 2 | 3 | 3 | 6
CC1CCN(C(=O)Cn2c3ccccc3c3nc4n(c(=O)c32)CCCS4)CC1 | -2 | -2 | 6 | -17 | 6 | 4 | 1 | 9 | 8
COc1cc2c3c(c1OC)C1(C=CC(=O)C=C1)CC3N(C(=O)CCC(=O)O)CC2 (stereo unspecified) | 3 | 4 | -3 | 11 | 7 | 2 | 7 | 2 | 1
Cc1csc(NC(=O)CSc2nc3[nH]ncc3c(=O)[nH]2)n1 | 0 | -11 | -1 | 4 | 2 | -3 | 22 | 5 | 7
CS(=O)(=O)c1ccc(C(=O)N2CC(=O)Nc3ccccc32)cc1 | 2 | 0 | 3 | 2 | -1 | 4 | 8 | 3 | -4
Cc1ccc(C)c(NS(=O)(=O)c2cc(C(=O)N3CCCC3)ccc2Cl)c1 | 6 | -9 | -5 | 6 | -2 | 1 | 8 | 0 | 2
COc1cccc(-n2c(-c3cccc(S(=O)(=O)N(C)C)c3)n[nH]c2=S)c1 | 2 | -1 | 4 | 6 | -1 | 0 | -3 | 1 | 0
CC(C)(C)c1ccc(S(=O)(=O)Nc2ccccn2)cc1 | 10 | 8 | -1 | 5 | 0 | -1 | -2 | 5 | 3
Cc1nn(C)cc1/C=N/O | 3 | 5 | 2 | 1 | -1 | 3 | 12 | 4 | 12
COc1ccc(C(=O)Nc2cc(C)nc3ccccc23)cc1OC | 2 | 9 | 1 | 3 | 4 | -3 | 8 | 0 | 6
Cc1ccc(C)c(S(=O)(=O)Nc2ccccc2C(=O)Nc2cc(C)on2)c1 | 7 | -4 | -3 | 1 | 1 | -2 | 5 | 14 | 18
Cc1ccc(NC(=S)NC2CCN(Cc3ccccc3)CC2)cc1 | -1 | -2 | -1 | 12 | 3 | -1 | -2 | -4 | 3

Next entries:
SMILES | PAFAH1B2 FP inh | EBNA-1 inh | LYPLA2 counter | ZTA DNA inh | pPAFAH inh | LYPLA1 counter | PREPL inh | PAFAH1B3 FP inh | PAFAH2 inh
COc1cc(C(=O)OCC#N)ccc1OCc1c(C)noc1C | 5 | 12 | 5 | 12 | 3 | 0 | 1 | 3 | 3
Cc1ccc(CNC(=O)C(N=C2NS(=O)(=O)c3ccccc32)C(C)C)cc1 (stereo unspecified) | 1 | x | 2 | -8 | -8 | -1 | 13 | 9 | -7
O=C(CCN1C(=O)COc2ccccc21)NCCC1=CCCCC1 | 13 | 13 | 1 | 3 | 7 | 2 | 0 | -5 | 9
S=C(Cc1ccc(Cl)cc1)N1CCOCC1 | 4 | -18 | 1 | 9 | -4 | 1 | -17 | 5 | 0
COc1cccc(C(=O)NCC(c2ccc3c(c2)OCO3)N2CCN(c3ccc(F)cc3)CC2)c1 (stereo unspecified) | -1 | -8 | -5 | -9 | -4 | -3 | -8 | 1 | 1
Cc1ccc(-c2csc(-c3ccncc3)n2)cc1 | 6 | 8 | 0 | 7 | 2 | 0 | -2 | 11 | 0
COc1ccccc1NC(=O)N1CCCC1C(=O)NCc1cccs1 (stereo unspecified) | 13 | -3 | -4 | -5 | 5 | -3 | 17 | 6 | -9
CC1CCCC(C)N1S(=O)(=O)c1ccc(S(=O)(=O)NCc2ccccc2)cc1 (stereo unspecified) | 3 | -2 | -2 | -3 | 3 | -1 | -2 | 2 | 1
C=CCN1C(=O)C(O)=C(C(C)=O)C1c1ccccc1F (stereo unspecified) | 2 | -1 | -6 | 7 | -1 | 2 | -2 | 12 | 3
CN1/C(=C/C(=S)NC(=O)C2(C)CC2(Cl)Cl)C(C)(C)c2ccccc21 (stereo unspecified) | -3 | 4 | -4 | 4 | 6 | 1 | 13 | -1 | -1
[O-]/C(=C(\C(=S)Nc1ccc(SC(F)F)cc1)[n+]1ccccc1)c1ccc(Cl)cc1Cl | 1 | -8 | -5 | -7 | -5 | -5 | 13 | -6 | 3
CC1(C)CC(=O)C2=C(C1)OC(N)=C(C#N)C2c1ccccc1[N+](=O)[O-] (stereo unspecified) | 3 | 2 | 1 | 129* | 5 | 0 | 3 | 5 | 11
C[C@H](CO)N1C[C@H](C)[C@@H](CN(C)C(=O)Nc2ccccc2)Oc2ccc(NC(=O)Nc3ccccc3)cc2C1=O | 4 | x | x | x | -2 | x | 19 | 4 | -2
Cc1ccc(C(=O)Nc2ccc(O)c(C(=O)O)c2)o1 | -2 | 4 | 3 | -14 | 6 | 0 | 3 | 4 | 6
CCOc1nc(NC(C)C)nc(NC(C)C)n1 | 6 | 4 | -8 | -2 | 5 | -3 | -1 | 2 | 2
Cc1ccc(N)c([N+](=O)[O-])c1 | -3 | x | -6 | -2 | 0 | -4 | 9 | 2 | -1
O=C(COC(=O)c1cccs1)c1ccc2c(c1)OCCO2 | 3 | -2 | 3 | -1 | 3 | 0 | 25 | 4 | 8

Not all compounds are listed (hit frequency here may not be typical).
